# S100A4 MyoIIA = inhibitors of human S100A4 binding to myosin IIA peptide | P26447 | S100A4/TAMRA-MyoIIA peptide fluorescence polarization | inhibition, % at 10.7 µM | 360,000 compounds, 0.14% hits | AID 652163;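 active means mean inhibition of at least 70% across replicates, with every replicate also reaching that level; inconclusive means mean inhibition reaches 70% but some replicates fall short; inactive means mean inhibition below 70%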
# Target sequence (P26447 whole entry, looked up): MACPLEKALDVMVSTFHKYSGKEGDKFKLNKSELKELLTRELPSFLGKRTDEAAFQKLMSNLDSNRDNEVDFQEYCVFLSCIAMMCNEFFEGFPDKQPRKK
#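 Material: human S100A4 monomer with TAMRA-labelled myosin IIA peptide; buffer or medium: HEPES pH 7.2 with CaCl2, KCl, NaCl, DTT, Triton; compound dosing: one concentration per compound; schedule: 5 min incubation before reading; benchmarks: neutral control DMSO, positive control TFP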
# ERAP1 HTS inh = ERAP1 (human) enzyme inhibition. Q9NZ08. recombinant ERAP1, Leu-AMC fluorescence, 60 min. inhibition, % at 10.7 µM. 340,000 compounds, 0.15% hits. AID 652197;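 active means mean replicate inhibition of at least 30%, or all replicates individually reaching that 30% level; inactive means mean below 30% and not every replicate reaching it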;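 further: 0% = neutral control wells and 100% = L-leucinethiol positive control wells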
# E-selectin induc = induces E-selectin expression in human endothelial cells | HUVEC E-selectin immunofluorescence imaging; normalized: neutral wells 0, TNF-alpha wells 100 | activation, % at 7.58 µM | 260,000 compounds, 0.37% hits;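 active means mean E-selectin-positive cell signal at least 10% of the positive control, reached in at least 60% of replicates, without over 20% cell loss; inconclusive means no rule given, readout overlaps actives, possibly toxicity-flagged; inactive means the rest, including those meeting only one limit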;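 further: in these data hits start at about 27%; measured in HUVEC primary endothelial cells; signal is the percent of cells scored E-selectin positive by PE staining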
#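 material = human umbilical vein endothelial cells (HUVEC), E-selectin induction | quantity = 3,000 cells/well | medium = EGM-2 growth medium on 0.1% gelatin-coated wells | technique = immunofluorescence imaging | read-out basis = % PE-positive cells | control set = TNF-alpha positive control, DMSO neutral control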
# XiGFP reactiv = reactivates the inactive X chromosome in mouse fibroblasts | AID 743238 | activation, % at 7.58 µM | 360,000 compounds, 0.055% hits | XiGFP mouse fibroblasts, % GFP-positive cells imaging, 3 d; cells co-treated with 5-aza-dC sensitizer; scaled so ellipticine positive control = 100%;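 active means mean normalized replicate activation at least 10% and every replicate at or above 10%; inconclusive means only one of the two criteria met; inactive means mean below 10% and not all replicates reach 10%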;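 further: 0% = median of on-plate neutral control wells and 100% = ellipticine 6 µM median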
#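 Material: SV40-immortalized XiGFP fibroblast cells, line 68-5-11 | Buffer or medium: DMEM containing 5-aza-dC | Dosing: One concentration, pinned | Times: 3 d treatment, 15 min room-temperature fixation | Controls: Ellipticine 6 µM positive control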
# ERp5 inh = ERp5 (human) disulfide isomerase inhibition; Q15084; ERp5 insulin aggregation, absorbance 650 nm, 90 min; 350,000 compounds, 0.05% hits; inhibition, % at 9.99 µM;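 active means mean replicate inhibition above about 25%, with every replicate also reaching it, limit read from the data, passing the limit was not always enough; inconclusive means only one of those two criteria met; inactive means neither criterion met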
# Target sequence (Q15084 whole entry, looked up): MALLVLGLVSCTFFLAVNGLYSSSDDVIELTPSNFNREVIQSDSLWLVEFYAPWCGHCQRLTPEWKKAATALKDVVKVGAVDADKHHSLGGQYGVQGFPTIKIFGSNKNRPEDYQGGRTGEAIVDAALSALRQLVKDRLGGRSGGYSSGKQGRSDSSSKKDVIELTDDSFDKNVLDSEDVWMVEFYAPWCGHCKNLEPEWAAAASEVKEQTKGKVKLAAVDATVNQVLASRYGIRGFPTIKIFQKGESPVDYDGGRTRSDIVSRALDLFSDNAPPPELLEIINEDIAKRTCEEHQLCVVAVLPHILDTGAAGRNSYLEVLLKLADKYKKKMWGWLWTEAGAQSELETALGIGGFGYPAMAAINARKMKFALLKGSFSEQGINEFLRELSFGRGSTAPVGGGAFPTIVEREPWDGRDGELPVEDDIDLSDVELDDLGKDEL
# esBAF inh = SWI/SNF esBAF complex inhibition | mouse ES cells, Bmi1-luciferase knock-in reporter, 24 h; 100% = twice the neutral-well signal | reporter increase, % at 12.5 µM | 350,000 compounds, 2% hits | AID 602393; in the data active means activation above about 40%; inconclusive means no clear call, values can overlap the other calls;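 further: 0% = median of the plate's neutral control wells and 100% = double that signal; a rise in the Bmi1 reporter signal indicates esBAF inhibition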
# RAD52 anneal inh = inhibitors of human RAD52 DNA annealing; P43351; recombinant RAD52 DNA annealing, FRET fluorescence; inhibition, % at 18.7 µM; 360,000 compounds, 0.46% hits;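 active means every replicate showing at least 50% inhibition; inconclusive means mean inhibition at least 50% but not in every replicate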
# Target sequence (P43351 whole entry, looked up): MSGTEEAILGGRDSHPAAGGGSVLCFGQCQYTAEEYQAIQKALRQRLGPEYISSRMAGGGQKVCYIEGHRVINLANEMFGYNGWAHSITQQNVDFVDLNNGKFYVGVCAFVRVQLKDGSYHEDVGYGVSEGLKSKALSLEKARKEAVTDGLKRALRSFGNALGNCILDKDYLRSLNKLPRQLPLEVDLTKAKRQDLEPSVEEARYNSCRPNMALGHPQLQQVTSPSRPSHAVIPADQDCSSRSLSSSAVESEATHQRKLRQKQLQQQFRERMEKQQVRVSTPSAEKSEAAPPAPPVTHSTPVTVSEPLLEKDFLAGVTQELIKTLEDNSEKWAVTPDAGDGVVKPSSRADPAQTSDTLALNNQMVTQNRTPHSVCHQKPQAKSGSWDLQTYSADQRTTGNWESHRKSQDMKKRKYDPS
# RAD54 inh = blocks human RAD54 Holliday junction branch migration; inhibition, % at 10.4 µM; AID 602329; FAM/BHQ fluorescence; 360,000 compounds, 0.14% hits;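 active means mean normalized replicate activity at least 40 and at least half of replicates scoring 40 or more; inconclusive means only one of the two criteria met; inactive means mean below 40 and under half of replicates reaching 40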;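 further: 0% = median of neutral control wells and 100% = median of positive control wells; inhibitors cause a drop in the FAM fluorescence signal; in these data hits start at about 50%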
# * = called active by the depositor; ? = inconclusive; . = not tested or not shown; & = joins results of further samples.
1. N#C[C@@H]1[C@H](c2ccc(C#CC3CCCCC3)cc2)[C@@H](CO)N1S(=O)(=O)c1ccccc1
2. C[C@@H](O)C#Cc1ccc([C@@H]2[C@H]3CN(S(=O)(=O)Cc4ccccc4)CCCCN3[C@H]2CO)cc1
3. NC(=O)NNC1=Nc2cccc3cccc1c23
4. O=C(NCC(c1ccco1)N1CCCC1)c1sc2cc(F)ccc2c1Cl (stereo unspecified)
5. CCCN(C)C[C@@H]1Oc2ncc(-c3cccc(C(=O)N(C)C)c3)cc2C(=O)N([C@@H](C)CO)C[C@H]1C
6. Cc1cccc(NC(=O)CC2c3ccccc3Oc3ccccc32)c1
7. Cc1c(/C=N/O)sc2ccccc12
8. Cc1nn(Cc2nnc(SCC(=O)Nc3cccc(C(F)(F)F)c3)n2C)c(C)c1[N+](=O)[O-]

assay / compound	1	2	3	4	5	6	7	8
S100A4 MyoIIA	-4.2	1.9	2.3	2.5	0.0	-3.6	-5.6	-20.9
ERAP1 HTS inh	-1.0	1.7	.	-2.1	2.5	-3.8	-1.7	-2.6
E-selectin induc	-0.6	0.3	8.7	.	-0.5	.	0.1	0.0
XiGFP reactiv	-0.1	0.4	1.1	0.1	-0.6	-0.1	0.0	-0.1
ERp5 inh	0.7	1.4	0.9	1.6	-1.4	2.1	4.2	0.2
esBAF inh	-39.7	1.3	-13.0	-3.3	2.9	-6.3	-1.4	.
RAD52 anneal inh	-55.6	-13.7	-11.4	-17.7	1.9	-5.9	1.3	-8.5
RAD54 inh	1.5	3.5	-0.3	-2.1	-5.0	-0.2	-0.6	-5.1

# One compound at a time (already shown). Order of values: S100A4 MyoIIA	ERAP1 HTS inh	E-selectin induc	XiGFP reactiv	ERp5 inh	esBAF inh	RAD52 anneal inh	RAD54 inh
# Profile of O=C(NCC(c1ccco1)N1CCCC1)c1sc2cc(F)ccc2c1Cl (stereo unspecified) : 2.5	-2.1	.	0.1	1.6	-3.3	-17.7	-2.1
# Profile of NC(=O)NNC1=Nc2cccc3cccc1c23 : 2.3	.	8.7	1.1	0.9	-13.0	-11.4	-0.3
# Profile of CCCN(C)C[C@@H]1Oc2ncc(-c3cccc(C(=O)N(C)C)c3)cc2C(=O)N([C@@H](C)CO)C[C@H]1C : 0.0	2.5	-0.5	-0.6	-1.4	2.9	1.9	-5.0

# (continued)
9. Cc1cc2ccccc2n1CCNC(=O)c1cccs1
10. CCC(=O)Nc1ccc2c(c1)C(=O)N(C)C[C@@H](OC)[C@H](C)CN(C(=O)NC(C)C)[C@@H](C)CO2
11. O=C(Nc1ccccc1F)c1ccc(Br)o1
12. Cc1ccc(NC(=O)COC(=O)Cn2c(C)csc2=O)c([N+](=O)[O-])c1
13. CC(=O)N1CCN(C(=O)c2ccc(Oc3ccccc3)cc2)CC1
14. Cc1cc(N/N=C/c2ccc(O)cc2O)c2ccccc2n1
15. CCCCC1(C(=O)OCC)CC(CSC(=N)N)OC1=O (stereo unspecified)
16. COc1ccc(C(=O)N2CCCCC2c2cc(C(=O)Nc3cccc(C#N)c3)no2)cc1 (stereo unspecified)

assay / compound	9	10	11	12	13	14	15	16
S100A4 MyoIIA	9.1	-6.6	2.1	-5.8	-6.9	-1.5	2.7	1.8
ERAP1 HTS inh	0.8	3.1	-3.3	-0.3	0.2	-1.4	-1.1	0.0
E-selectin induc	.	1.4	0.1	0.0	-0.1	.	.	0.1
XiGFP reactiv	-0.4	0.0	0.0	0.2	0.3	0.0	0.0	0.1
ERp5 inh	-4.5	7.8	-0.7	-0.3	-0.1	3.2	0.4	-8.7
esBAF inh	21.2	-1.8	21.1	0.4	-1.4	1.1	.	-4.5
RAD52 anneal inh	-4.2	-9.6	-10.8	4.9	8.8	-63.5	0.3	3.2
RAD54 inh	3.6	-6.2	-3.9	0.7	6.5	-0.3	.	7.0

17. CC(C)c1cccc(NC(=O)C[C@H]2CC[C@H]3[C@@H](COc4ccc(NC(=O)NCc5ccccc5)cc4C(=O)N3C)O2)c1
18. COc1ccccc1Oc1ccc(N/C=C2/CCCC2=O)cc1
19. COc1ccc(NC(=O)Nc2ccc(F)cc2F)cc1
20. CCC(=O)Nc1ccc2c(c1)C(=O)N(C)C[C@H](OC)[C@H](C)CN(C(=O)COC)[C@H](C)CO2
21. OCCN1CNC(=S)NC1
22. CC(=O)Nc1ccc(NC(=O)COC(=O)c2ccccn2)cc1
23. CC(C(=O)N1CCCC1)c1ccc([N+](=O)[O-])cc1 (stereo unspecified)
24. COc1cc(SC)ccc1C(=O)N1CCN(c2ccccc2)CC1

assay / compound	17	18	19	20	21	22	23	24
S100A4 MyoIIA	-6.2	.	8.1	2.8	-1.0	3.9	10.0	7.6
ERAP1 HTS inh	0.4	.	-0.5	-1.1	-1.5	0.6	-5.5	1.4
E-selectin induc	0.5	6.9	.	-0.2	1.6	.	.	.
XiGFP reactiv	0.0	0.4	0.1	-0.4	0.0	-0.1	0.1	0.2
ERp5 inh	3.3	.	1.5	-3.1	-8.0	6.1	2.4	1.1
esBAF inh	19.1	?	?	0.0	-4.5	-9.8	.	.
RAD52 anneal inh	1.1	.	-3.9	-36.5	-1.9	-6.9	-4.3	-0.1
RAD54 inh	-2.4	-3.1	.	-1.4	2.5	8.3	.	.

25. Cc1nc(N)nc(Cl)c1Cc1ccc(Cl)cc1
26. Nc1ccc2c3c(cccc13)C(=O)N(c1ccccc1)C2=O
27. Cc1ccc(CN(C)CC(=O)Nc2ccc3c(c2)CCC3)cc1
28. O=C(CCN1CCCCC1=O)NC1CCCc2c1cnn2-c1ccccc1F (stereo unspecified)
29. O=C(C[C@H]1CC[C@@H]2[C@H](COC[C@@H](O)CN2S(=O)(=O)c2ccccc2)O1)NCCN1CCCCC1
30. COc1ccc(S(=O)(=O)N(C)C[C@@H]2OCCCC[C@@H](C)Oc3ccc(NC(=O)CCCN(C)C)cc3C(=O)N([C@H](C)CO)C[C@H]2C)cc1
31. CCCCCCN1C(=O)CC(NC(=O)OCC2c3ccccc3-c3ccccc32)C/C=C\C1C(C)C (stereo unspecified)
32. COC1OC2COC(c3ccccc3)OC2C2OC12 (stereo unspecified)

assay / compound	25	26	27	28	29	30	31	32
S100A4 MyoIIA	-1.4	13.9	27.8	0.1	.	-4.4	-0.4	1.3
ERAP1 HTS inh	1.1	-5.3	1.9	-0.9	.	-2.0	.	3.6
E-selectin induc	.	-0.2	1.1	0.1	0.0	0.3	4.6	-1.7
XiGFP reactiv	0.0	0.6	0.1	0.1	0.1	0.2	0.2	0.5
ERp5 inh	0.2	5.9	0.8	2.7	.	-2.0	-1.4	-4.6
esBAF inh	.	.	10.3	-8.2	-1.3	3.0	5.8	2.4
RAD52 anneal inh	-10.2	-432.9	15.9	-16.5	.	21.7	-23.5	-17.3
RAD54 inh	.	.	4.4	-12.8	-1.4	17.8	-2.6	-4.8

33. O=C(C[C@@H]1CC[C@H]2[C@@H](COC[C@@H](O)CN2C(=O)Nc2cccc(Cl)c2)O1)NCC1CCCCC1
34. COc1cccc(-c2ccc([C@@H]3[C@H](CO)N4CCCCN(CC5CCOCC5)C[C@@H]34)cc2)c1
35. C#CCOc1ccccc1CNC1CCN(Cc2ccccc2)CC1
36. O=C(Cn1ncc(Cl)c(Cl)c1=O)Nc1ccc2c(c1)OCO2
37. C[C@@H]1CN([C@@H](C)CO)C(=O)c2cccc(NS(=O)(=O)c3ccc(F)cc3)c2O[C@@H]1CN(C)CC1CC1
38. O=C(CSc1nc2ccccc2c(=O)[nH]1)Nc1ccc(Br)cc1
39. CC1=CC=CN2C1=NC(=O)CC2(C)C(=O)N(CC(=O)NC1CCCC1)Cc1ccccc1 (stereo unspecified)
40. Cc1ccc(S(=O)(=O)N2CCN(C(=O)CSC(=S)N3CCCC3)CC2)c(C)c1

assay / compound	33	34	35	36	37	38	39	40
S100A4 MyoIIA	39.5	5.5	-6.1	-2.5	0.9	-5.1	0.9	-2.9
ERAP1 HTS inh	-0.6	-2.2	1.8	-0.1	-2.1	0.4	-1.6	3.1
E-selectin induc	0.0	.	0.1	.	0.1	1.5	0.1	-0.7
XiGFP reactiv	-0.1	.	0.0	1.1	-0.6	0.0	0.2	0.1
ERp5 inh	7.7	2.5	-12.2	1.0	-1.6	5.4	-3.3	6.6
esBAF inh	0.6	.	5.1	8.6	1.0	2.8	-2.9	1.5
RAD52 anneal inh	9.8	45.3	-4.2	-6.4	0.8	-8.2	-9.5	2.0
RAD54 inh	-0.8	5.0	-1.7	-0.2	-9.5	4.4	0.6	0.3

41. O=C(N/N=C1\CCSc2ccc(F)cc21)c1cccnc1
42. C[C@H](CO)N1C[C@H](C)[C@H](CN(C)C(=O)Nc2cccc3ccccc23)Oc2ccc(NS(=O)(=O)c3ccccc3)cc2CC1=O
43. Nc1ncc(Br)cc1S(=O)(=O)NCCC(=O)N1CCN(c2ccccc2)CC1
44. O=C(NCc1cc(C(F)(F)F)cc(C(F)(F)F)c1)C1CC(c2c(Cl)cccc2Cl)=NO1 (stereo unspecified)
45. COc1ccc(NC(=O)N2[C@@H]3CNC[C@H]2C3c2ccc(-c3ccc(F)cc3)cc2)cc1 (stereo partly specified)
46. Cc1ccc(NC(=O)c2cc(C(C)(C)C)nn2Cc2ccccc2)cc1
47. COc1ccc(N(C(=O)CNC(=O)c2ccco2)C(C(=O)NC2CCCC2)c2ccc(C)o2)cc1 (stereo unspecified)
48. CSc1cccc(NC(=O)C(C)C)c1

assay / compound	41	42	43	44	45	46	47	48
S100A4 MyoIIA	0.9	12.1	3.2	-1.9	0.7	2.9	-1.9	-7.3
ERAP1 HTS inh	2.4	-1.7	3.2	-2.2	0.3	-3.3	-3.4	-0.7
E-selectin induc	.	0.5	.	0.2	0.0	.	.	.
XiGFP reactiv	0.0	-0.1	0.1	0.0	0.0	-0.1	0.0	0.2
ERp5 inh	1.0	-0.2	5.6	-0.5	-4.2	1.8	3.7	4.9
esBAF inh	.	6.3	-3.4	5.4	.	6.1	-1.0	.
RAD52 anneal inh	2.7	-12.6	-12.4	-7.3	56.7*	-0.2	-5.5	-8.9
RAD54 inh	.	5.9	19.3	4.6	.	.	-2.7	.

49. Cn1c(N)c(C(=O)COC(=O)CN2C(=O)c3ccccc3C2=O)c(=O)n(C)c1=O
50. CC(C)CN(C(=O)CN1CCOCC1)c1c(N)n(CC(C)C)c(=O)[nH]c1=O
51. O=C(NCC(c1cccs1)N1CCOCC1)c1ccc(Cl)cc1 (stereo unspecified)
52. O=S(=O)(c1cccc(F)c1)N1[C@@H]2CNC[C@H]1C2c1ccc(/C=C/c2ccccc2)cc1 (stereo partly specified)

assay / compound	49	50	51	52
S100A4 MyoIIA	-15.1	-1.8	-2.8	-4.5&5.5
ERAP1 HTS inh	-1.7	-1.7	-2.5	0.7&1.3
E-selectin induc	0.0	0.0	0.1	0.2&-0.1
XiGFP reactiv	0.3	0.2	0.0	0.1&0.0
ERp5 inh	1.1	-5.9	-1.2	11.5&-7.8
esBAF inh	.	-1.3	6.8	.
RAD52 anneal inh	6.4	1.6	1.1	-80.2&35.2
RAD54 inh	.	-2.5	0.2	.
